P. falciparum M17LAP: P. falciparum M17LAP inhibitors, primary screen, biochemical, fluorogenic H-Leu-NHMec substrate, 1536-well (AID 1619); recombinant M17LAP, H-Leu-NHMec fluorogenic kinetic assay; higher % means a stronger effect; one-dose inhibition, % at 30 µM; IC50 in µM for titrated hits; 220,000 compounds, 0.38% hits;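 active = compound inhibiting the enzyme by more than half at any dose during confirmatory dose-response retesting; inconclusive = strong single-dose inhibitors picked by rank but not retested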;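 also: plate controls were full reaction with DMSO carrier for no effect and no enzyme background for full effect; strong numbers were not always called active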
PMI inhibition: MPI inhibition at elevated mannose 6-phosphate – biochemical, fluorescence intensity, high mannose 6-phosphate, primary screen (AID 1220). recombinant PMI enzyme, coupled fluorescence intensity; higher % means a stronger effect. one-dose inhibition, % at 20 µM; IC50 in µM for titrated hits. 190,000 compounds, 0.66% hits; in the data active = inhibition above about 50%
XIAP displacement: XIAP antagonists, biochemical, IAP family, fluorescence polarization (AID 1018); XIAP BIR domain, fluorescence polarization peptide displacement; higher % means a stronger effect; one-dose displacement, % at 20 µM; IC50 in µM for titrated hits; 200,000 compounds, 0.007% hits; in the data active = displacement above about 50%; also: a part of the inactive calls stands beside numbers as strong as those of hits
PhoP inhibition: PhoP-dependent GFP reporter repression – Salmonella Typhimurium, primary screen (AID 1863); S. Typhimurium PhoP-regulated promoter GFP reporter, 4 h; higher % means a stronger effect; one-dose inhibition, % at 50 µM; IC50 in µM for titrated hits; 300,000 compounds, 0.16% hits;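 active = inhibition over 29.93%, a cutoff 3 SD above the screen mean, later confirmed by dose response; inconclusive = inhibition over 29.93% but no dose response follow-up; inactive = inhibition at most 29.93% or unconfirmed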;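 also: 0% = low Mg2+ inducing control and 100% = high Mg2+ repressing control; strong numbers were not always called active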
M1AAP inhibition: P. falciparum M1AAP inhibitors, biochemical, fluorogenic H-Leu-NHMec substrate, 1536-well (AID 1445) | recombinant M1AAP, H-Leu-NHMec fluorogenic kinetic assay; higher % means a stronger effect | 220,000 compounds, 0.42% hits | inhibition, % at 30 µM; hits with a dose series show IC50 in µM;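 active = primary inhibition above the hit cutoff, then over 50% inhibition at one or more dose response concentrations, cut at about 23% in these data, passing the limit was not always enough; inconclusive = conflicting primary data, or primary hits not chosen for dose response; inactive = low primary inhibition, or under 50% at every dose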;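 also: plate controls were DMSO full reaction for no effect and no enzyme background for full effect; strong numbers were not always called active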
West Nile antiviral: inhibition of WNV-induced cytopathic effect – cell-based, CPE readout (AID 1621). West Nile virus-infected cells, CPE inhibition; higher % means a stronger effect. CPE inhibition, % at 10 µM; hits with a dose series show IC50 in µM. 290,000 compounds, 0.02% hits; in the data active = a potency from the dose series; inconclusive = CPE inhibition mostly from about 3.7% at the one dose, without a potency; inactive = the rest, 99 in 100 with CPE inhibition below about 2.2%; also: strong numbers were not always called active
Siah-1 displacement: Siah-1 peptide-binding antagonists, primary screen, biochemical, fluorescence polarization, rhodamine-plectin, uHTS (AID 1817) | Siah-1 / rhodamine-plectin peptide fluorescence polarization; higher % means a stronger effect | one-dose displacement, % at 20 µM; IC50 in µM for titrated hits | 290,000 compounds, 0.02% hits;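 active = displacement of at least 50% at 20 µM, with a fluorescence ratio check between 0.3 and a set limit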;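 also: plate controls were Siah plus tracer with DMSO for no effect and tracer alone without Siah for full effect; strong numbers were not always called active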
Yfh1-off respiration: mitochondrial function rescue without frataxin homolog – Friedreich's ataxia, plus single-dose screen, dose response (AID 1465); one-dose fold induction at 50 µM; EC50 in µM for titrated hits; S. cerevisiae Yfh1-off respiration, WST-1 reduction, 72 h; higher fold induction means a stronger effect; 220,000 compounds, 0.074% hits;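 active = fold induction of absorbance versus untreated yeast above a set limit, then at least 30% activation at any dose in follow-up; inconclusive = repeats straddling the limit, or above it without dose testing; inactive = fold induction below the set limit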;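 also: activators that raise dye reduction in frataxin-depleted yeast; strong numbers were not always called active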
ER stress rescue: rescue of cells from ER stress-induced death, primary screen, 384-well, CSM14.1, thapsigargin, ATP luminescence (AID 1222) | one-dose cellular ATP content (survival), % at 20 µM; EC50 in µM for titrated hits | CSM14.1 thapsigargin-induced death rescue, ATP luminescence; higher % means a stronger effect | 190,000 tested, under 10 active;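 active = EC50 below 50 µM in the dose-response confirmation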;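 also: death triggered by thapsigargin at about 15 µM added after 2 h compound pretreatment; cell ATP read after overnight thapsigargin exposure of roughly 18 to 22 hours; normalized against plate controls of thapsigargin alone and 5% DMSO vehicle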
The depositor's hits bear a star; i = inactive; u = inconclusive; x = not tested or not shown.

item	canonical_smiles	P. falciparum M17LAP	PMI inhibition	XIAP displacement	PhoP inhibition	M1AAP inhibition	West Nile antiviral	Siah-1 displacement	Yfh1-off respiration	ER stress rescue
1	CCC(=O)N1CCc2cc(Br)cc(S(=O)(=O)C3(C(=O)OC)CC3)c21	0%	5%	-1.7%	15%	-2%	1.2%	-5%	i	-3.1%
2	O=C(COC(=O)c1ccco1)NC(c1ccccc1)c1ccccc1	-1%	-48%	-1.7%	0%	1%	-0.2%	1%	i	1.7%
3	Cc1ccc(Nc2cc(C)nn2-c2nc(C)cc(=O)[nH]2)cc1	15%	-15%	-0.7%	32µM*	-12%	u	-8%	i	2.9%
4	COc1ccc(C2C=C(c3ccccc3)Nc3ncnn32)cc1 (stereo unspecified)	-75%	-78%	-4.1%	-4%	4%	-0.3%	-1%	i	x
5	O=C(Cc1cccs1)Nc1nnc(Cc2ccccc2)s1	1%	-21%	-7.1%	3%	2%	0.1%	29%	i	-0.7%
6	COc1ccccc1CSc1ncc(-c2ccc([N+](=O)[O-])cc2)[nH]1	7%	38%	2.5%	20%	5%	u	3%	i	-2.3%
7	COC(=O)C1CC(O)CN1C(=O)Nc1ccccc1 (stereo unspecified)	-2%	0%	-5.9%	-13%	-2%	-0.3%	4%	i	-0.9%
8	Brc1ccc(OCCOCCN2CCOCC2)cc1	9%	-8%	-1.8%	15%	14%	-1.0%	2%	i	5.4%
9	COc1ccc(CC(=O)Nc2ccc3nc(C)sc3c2)cc1OC	13%	3%	-9.9%	9%	2%	-0.7%	-2%	i	2.1%
10	Cc1ccc(-n2c(=O)c(C#N)cc3c(=O)n4cccc(C)c4nc32)cc1	-11%	-43%	-6.1%	-6%	-1%	-0.7%	-3%	i	-1.4%
11	COc1ccccc1CN1C(=S)SC(C)(C)C1NO (stereo unspecified)	13%	11%	0.8%	3%	2%	0.1%	0%	i	x
12	Cc1ccccc1C(=O)c1c[nH]c(C(=O)NCCc2ccccn2)c1	1%	37%	-2.8%	4%	2%	-0.7%	6%	i	x
13	Cc1ccc(NC(=O)c2cnccn2)cc1	6%	-11%	-4.0%	-6%	8%	0.1%	9%	i	-2.7%
14	C=C(C)CNC(=S)N1CCNC(=O)C1CC(=O)OC (stereo unspecified)	1%	-2%	-13%	-8%	5%	0.4%	12%	i	3.6%
15	O=C(Cc1ccc(Br)cc1)Nc1ccc(Cl)cc1	-1%	-1%	-8.4%	1%	0%	-0.4%	13%	i	x
16	C[C@H](NC(=O)c1ccc(Cl)cc1)C(=O)NCCc1ccc(S(N)(=O)=O)cc1	-6%	-6%	-0.2%	0%	-4%	-0.5%	5%	i	-0.2%
17	C/C(CCC(C)C)=N\NC(=O)COc1ccccc1-c1ccccc1	9%	-13%	-12%	-2%	6%	-0.9%	-5%	i	-2.1%
18	CN(C)c1nnnn1Cc1ccc(Cl)cc1Cl	7%	-5%	-6.2%	10%	0%	x	-5%	x	1.6%
19	Cc1cc(C)cc(-c2nc(-c3ccncc3)no2)c1	11%	2%	-4.9%	12%	0%	0.1%	1%	i	-0.7%
20	Cc1ccc(SC(C)C(=O)NCc2cccnc2)cc1 (stereo unspecified)	0%	1%	-2.9%	15%	-4%	-0.3%	2%	i	-0.7%
21	COc1ccc(/C=C/C(=O)NNc2cc(=O)n(C)c(=O)n2C)cc1OC	4%	x	x	-3%	4%	0.1%	0%	i	x
22	Brc1cccc(CNCc2cccs2)c1	-13%	-2%	-3.3%	44%	10%	-0.6%	1%	i	2.3%
23	COc1cc(C(=O)Nc2ccc3c(c2)C(=O)N(CCC(=O)O)C3=O)cc(OC)c1OC	15%	-3%	-4.7%	-15%	7%	0.1%	-6%	i	3.2%
24	Cc1ccc2c(N)c(C)ccc2c1	-30%	31%	-4.4%	7%	2%	-0.3%	1%	i	-0.1%
25	N/C(=N\OC(=O)c1ccc(Cl)cc1[N+](=O)[O-])c1cccnc1	8%	x	x	-5%	8%	-0.5%	0%	i	x
26	CC(C)(C)c1nnc(NC(=O)c2cccnc2Cl)s1	-4%	3%	-9.6%	-14%	0%	-0.2%	-2%	i	-0.1%
27	CCSc1nnc(NC(=O)c2ccco2)s1	3%	-2%	-1.3%	-2%	7%	0.3%	6%	i	x
28	COc1ccccc1OCCn1cc(/C=N/NC(=O)c2ccncc2)c2ccccc21	1%	x	x	0%	4%	0.2%	-5%	i	x
29	O=C(COC(=O)c1ccc(Cl)c(S(=O)(=O)N2CCCC2)c1)NC1CCCC1	-1%	9%	-5.2%	8%	-5%	0.4%	4%	i	-0.1%
30	Cn1c(=O)c2c(ncn2CC(=O)N/N=C/C=C/c2ccco2)n(C)c1=O	12%	x	x	-11%	11%	0.3%	-2%	i	x
31	CCOC(=O)N1CCN(C(=O)c2cccc(-n3c(=S)[nH]c4cc(Cl)ccc4c3=O)c2)CC1	-10%	-5%	-3.8%	-8%	8%	0.4%	-1%	i	-3.3%
32	C=CSc1sc(Cl)c(N(C)C)c1[N+](=O)[O-]	6%	12%	-5.0%	-6%	9%	-0.1%	1%	i	-0.2%
33	Cc1[nH]c2ccccc2c1/C=C/c1nc2ccccc2c(=O)n1-c1cccc([N+](=O)[O-])c1	3%	6%	-0.5%	24%	6%	x	2%	x	-2.4%
34	Cc1cccc(OCc2nc3c4c(ncn3n2)-c2ccccc2CC42CCCC2)c1	4%	-3%	-3.2%	9%	-3%	-0.5%	1%	i	-2.1%
35	CSc1cc(-c2ccc(Cl)cc2)c(C(=O)NC(C)C)s1	-3%	-4%	-3.6%	12%	-3%	-0.5%	1%	i	0.2%
36	COc1cccc(NC(=O)CSc2nc3ccccc3c(=O)n2Cc2cccs2)c1	1%	0%	-5.1%	-1%	-1%	-0.9%	0%	i	-2.1%
37	CCc1cc2c(=O)c(-c3nc4ccccc4n3C)c(C(C)C)oc2c(CN2CCN(C)CC2)c1O	-25%	9%	-3.1%	-5%	-2%	-0.4%	12%	i	0.9%
38	CC(=O)Nc1nnc(CCS(=O)(=O)c2ccc(Cl)cc2)s1	-2%	-3%	-1.3%	-2%	0%	0.1%	1%	i	-0.3%
39	N#Cc1c(C(F)(F)F)cc(-c2ccc(Cl)cc2)[nH]c1=O	-432%	12%	-4.6%	7%	-1%	0.2%	6%	i	-1.9%
40	Cc1cccc(Nc2c([N+](=O)[O-])c(=O)n(C)c3ccccc23)c1	8%	3%	-6.1%	10%	7%	-0.5%	5%	i	0.0%
41	CS(=O)(=O)N(Cc1ccccc1)c1ccc(C(=O)Nc2ccc3c(c2)OCO3)cc1	-2%	3%	-6.0%	4%	4%	-0.2%	-1%	i	-3.2%
42	Cc1ccc(/C=C/C(=O)Nc2ccc(S(=O)(=O)Nc3ncccn3)cc2)cc1	-12%	15%	-2.3%	3%	8%	0.2%	-2%	i	-0.1%
43	Cc1ccc(C(=O)O)cc1S(=O)(=O)N1CCOCC1	-1%	12%	1.6%	-8%	-2%	0.3%	4%	i	-2.1%
44	COc1ccc(/C=C2\SC(=S)N(CC(=O)OCC(=O)Nc3ccc([N+](=O)[O-])cc3OC)C2=O)cc1	7%	14%	-4.8%	-15%	9%	0.0%	-2%	i	-0.9%
45	O=S(=O)(c1cccc(-c2nnc3n2CCCCC3)c1)N1CCOCC1	-5%	x	x	-3%	-1%	0.3%	14%	i	x
46	O=C(N/N=C/c1ccc(N2CCOCC2)s1)c1ccccc1Cl	9%	26%	-4.2%	-2%	-1%	0.4%	-2%	i	-0.3%
47	Cc1ccc(Nc2ccc(C(=O)NCCc3ccccc3)cn2)cc1	9%	0%	4.0%	-14%	11%	-0.6%	-4%	i	-2.6%
48	O=C1C=C(Nc2ccc(Cl)cc2Cl)CC(c2ccco2)C1 (stereo unspecified)	4%	6%	3.3%	-3%	1%	-1.4%	-4%	i	-0.6%
49	Cc1snnc1C(=O)NC(=S)Nc1ccccc1	4%	x	x	-3%	12%	0.7%	4%	i	x
50	CCCCc1cc2c(c(NC(=O)CC)n1)c(=O)oc1ccccc12	-6%	0%	-3.0%	14%	-1%	0.1%	0%	i	-1.9%
51	COc1cc2c(=O)n(Cc3ccccc3)c(=O)n(CC(=O)NCC3CCCO3)c2cc1OC (stereo unspecified)	9%	2%	-3.0%	8%	0%	-0.5%	-2%	i	-0.8%
52	COc1cccc(/C=C2\N=C(C3CCCCC3)OC2=O)c1OC	-2%	-7%	0.4%	-1%	3%	1.7%	9%	i	19%
53	O=C1CSc2ccccc2N1Cc1ccc(F)cc1	9%	13%	-4.6%	33%	0%	-0.7%	-4%	i	-2.6%
54	COC(=O)c1ccc(C)c(NC(=O)CN(c2ccc3c(c2)OCO3)S(C)(=O)=O)c1	3%	2%	-5.2%	-5%	3%	0.1%	0%	i	0.7%
55	COc1ccc(NC(=O)NCc2ccccn2)cc1	44%	0%	4.8%	1%	-4%	0.1%	4%	i	-1.9%
56	CCc1ccccc1Nc1nc2ccccc2n1CC	-7%	-2%	1.8%	-1%	6%	-0.6%	2%	i	-0.8%
57	CC1(C)Cc2c(c(=S)nc(-c3ccccc3)n2Cc2cccnc2)CO1	16%	x	x	4%	1%	-0.2%	-3%	i	x
58	Cc1ccc(C2CCN(C(=S)NC3CCCCC3)C2)cc1 (stereo unspecified)	5%	8%	-2.8%	-8%	6%	-1.4%	0%	i	-4.4%
59	Cc1ccc(NC(=O)c2ccc([N+](=O)[O-])cc2Cl)nc1	5%	20%	-6.1%	-4%	5%	-1.1%	0%	i	-3.2%
60	COc1ccccc1CN1C[C@@H]2C[C@@H](c3ccc4nsnc4c3)N3CCC[C@@]23C1=O	1%	5%	-6.7%	-8%	7%	-1.2%	-1%	i	0.4%

Screening results (PubChem)

The order is random. About 1.6% of those tested had a hit in this group.
